USP1-UAF1 inh: inhibitors of human USP1/UAF1 deubiquitinase; recombinant USP1/UAF1, Ub-Rhodamine cleavage fluorescence; Potency, µM (titrated, usually from 57.1 µM), without a hit: at the highest dose activity change, negative = inhibition, hits mostly inhibitors; 0.23% of 390,000 active; AID 743255; also: potency is read from the fitted curve at half-maximal effect; % is scaled to controls: 0 for no effect and ±100 for the full control effect; nearly all actives have a fitted effect of over 60% in size; inactives centre near -12
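1 nM enzyme complex + cpd, 15 min RT; start with Ub-Rho 150nM final; kinetic fluorescence ex 480/em 540, 6 reads q60 s. Buffer 50mM HEPES pH 7.8, 0.5mM EDTA, 0.1 mg/ml BSA, 1mM TCEP, 0.01% Tween-20.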
D2 antagonist: antagonizes the human D2 dopamine receptor; HEK293 TREx D2 cells, calcium flux, dopamine EC80; inhibition, % at 10 µM; 2% of 340,000 active; in the data active = inhibition above about 30%; also: 0% is about no effect
Target sequence (P14416 whole entry, looked up): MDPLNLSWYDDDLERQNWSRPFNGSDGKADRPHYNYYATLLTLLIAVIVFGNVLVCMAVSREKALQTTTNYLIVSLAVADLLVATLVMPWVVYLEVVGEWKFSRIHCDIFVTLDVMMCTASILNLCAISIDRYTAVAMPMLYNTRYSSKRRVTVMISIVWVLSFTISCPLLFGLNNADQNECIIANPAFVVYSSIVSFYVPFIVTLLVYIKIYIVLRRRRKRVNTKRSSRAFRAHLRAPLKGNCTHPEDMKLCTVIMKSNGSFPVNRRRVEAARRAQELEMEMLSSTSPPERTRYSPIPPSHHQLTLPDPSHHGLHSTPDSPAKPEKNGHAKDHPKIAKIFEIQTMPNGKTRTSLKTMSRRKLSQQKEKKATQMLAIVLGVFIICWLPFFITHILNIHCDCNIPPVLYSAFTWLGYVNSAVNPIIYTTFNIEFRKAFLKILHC
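Compounds are added to dye-loaded, induced HEK293 T-REx cells coupled to calcium release via D2; after a 3 min kinetic read an EC80 dopamine stimulus is given and fluorescence is recorded for 3 more min.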
rTrxR1 inhibitor: inhibitors of rat thioredoxin reductase 1; Potency, µM (doses to about 114 µM), for the others: top-dose activity change, negative = inhibition, most hits filed as inhibitors; 1% of 390,000 active; AID 588453; recombinant rTrxR1, NADPH fluorescence consumption, selenite substrate; also: potency is read from the fitted curve at half-maximal effect; % is scaled to controls: 0 for no effect and ±100 for the full control effect; nearly all actives have a fitted effect of over 65% in size
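Rat TrxR1 (90 nM in the dispensed reagent) was pre-reduced with 400 uM NADPH for 5 min at room temperature, then incubated with compound for 15 min. After 400 uM selenite was added, NADPH fluorescence (Ex 340/Em 450 nm) was followed for 8 min.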
TrxR1 substrate: substrates of rat thioredoxin reductase 1. O89049. purified TrxR1 substrate turnover, NADPH consumption readout. Potency, µM (highest dose often 114 µM), inactives show at the highest dose activity change, negative = substrate turnover. 0.01% of 390,000 active. AID 588456; also: potency is read from the fitted curve at half-maximal effect; % is scaled to controls: 0 for no effect and ±100 for the full control effect; nearly all actives have a fitted effect of over 50% in size
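Rat TrxR1, dispensed at 90 nM, was prereduced with 400 uM NADPH (final) for 5 min at ~22 deg C, then incubated with compound 15 min before 400 uM selenite. A first-read NADPH fluorescence drop versus no-compound background flagged substrates.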
Pin1 inhibitor: human Pin1 inhibition. Pin1 FP peptide displacement, HiFluor488, 10 min. Potency, µM (titrated, usually from 115 µM), for the others: top-dose activity, negative = inhibition, most hits filed as inhibitors. 0.009% of 390,000 active. AID 504891; active = well fitted inhibition curve with a large enough effect in the polarisation, with a control signal flat, not every such curve was filed as active; inconclusive = small, poorly fitted or top-dose-only effect, or effect the other way, or a change in a side signal; inactive = no such curve, though single readings can be large or run the other way; the % refers to the polarisation; also: potency is read from the fitted curve at half-maximal effect; % is scaled to controls: 0 for no effect and ±100 for the full control effect
Target sequence (Q13526 whole entry, looked up): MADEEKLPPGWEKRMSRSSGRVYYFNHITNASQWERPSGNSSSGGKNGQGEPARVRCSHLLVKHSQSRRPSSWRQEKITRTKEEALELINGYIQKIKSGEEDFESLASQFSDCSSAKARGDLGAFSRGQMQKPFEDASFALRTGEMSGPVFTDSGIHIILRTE
TRHR ag: activates the human TRH receptor; AID 493084; TRHR cells, calcium flux fluo-8, FDSS agonist mode; 0.18% of 360,000 active; P34981; activation, % at 2 µM; in the data active = activation above about 30%; also: 0% is about no effect
Target sequence (P34981 whole entry, looked up): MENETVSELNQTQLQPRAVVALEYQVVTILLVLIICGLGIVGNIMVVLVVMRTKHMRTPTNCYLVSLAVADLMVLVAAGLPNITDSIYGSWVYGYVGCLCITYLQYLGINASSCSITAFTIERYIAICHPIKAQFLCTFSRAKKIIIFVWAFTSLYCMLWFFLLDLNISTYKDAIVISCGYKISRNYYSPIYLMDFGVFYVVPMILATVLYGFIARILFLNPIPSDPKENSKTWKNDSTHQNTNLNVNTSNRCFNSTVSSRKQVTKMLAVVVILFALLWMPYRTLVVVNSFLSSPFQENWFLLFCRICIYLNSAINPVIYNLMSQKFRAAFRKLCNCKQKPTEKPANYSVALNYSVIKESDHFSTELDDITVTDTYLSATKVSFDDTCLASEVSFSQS
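Read-out: compound-evoked intracellular calcium rise in TRHR cells, fluo-8 dye, kinetic FDSS fluorescence at 1 s/cycle following a 10-cycle baseline. Cells cultured overnight before dye loading (30 min–1.5 h, RT).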
TRHR PAM: TRH receptor (human) allosteric enhancement; TRHR cells, fluo-8 calcium fluorescence, EC20 TRH enhancement; enhancement, % at 2 µM; 0.66% of 360,000 active; AID 493056; in the data active = enhancement above about 30%; also: 0% is about no effect
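Enhancer read-out: after compound pinning and an initial kinetic agonist-mode read, an EC20 of TRH (10 nM final) was injected and fluo-8 calcium signal (Ex 480/Em 530) followed at 1 s/cycle for 100 cycles in TRHR-expressing cells.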
D2 ag: activates the human D2 dopamine receptor; activation, % at 2 µM; AID 485358; 0.53% of 340,000 active; HEK293 T-REx D2 cells, calcium flux agonist mode; P14416;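 active = activation over 3 SD above normal in the single-dose calcium agonist read, cut at about 30% in these data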; also: 0% is about no effect
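Tetracycline-induced HEK293 T-REx cells with force-coupled D2 receptor, plated overnight at 30 C, loaded with no-wash calcium dye. After a 10 s baseline, compound was pin-added and calcium flux read kinetically for 180 s; calcium rises flagged agonists.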
IDH1 R132H inh: blocks human mutant IDH1 R132H enzyme; O75874; 0.093% of 390,000 active; Potency, µM (doses to about 76.6 µM), for the others: at the highest dose activity change, negative = inhibition, hits mostly inhibitors; IDH1-R132H enzyme, NADPH consumption, diaphorase/resazurin fluorescence; also: potency is read from the fitted curve at half-maximal effect; % is scaled to controls: 0 for no effect and ±100 for the full control effect; nearly all actives have a fitted effect of over 65% in size
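IDH1-R132H (0.5 ug/mL dispensed) in pH 7.5 Tris buffer was preincubated 30 min with compound, then given a substrate mix of 0.016 mM NADPH and 2 mM alpha-KG for 80 min at room temperature; remaining NADPH was read by diaphorase/resazurin fluorescence.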
* hit, by the source's call; ? = inconclusive; · = no result given; [ ] = dose if it differs, or a comment. Unless noted, calls follow the shape of the dose curve; as a rule, active = well fitted inhibition curve with a large enough effect; inconclusive = small, poorly fitted or top-dose-only effect; inactive = no such curve, though single readings can be large or run the other way.

Every second line gives: USP1-UAF1 inh, D2 antagonist, rTrxR1 inhibitor, TrxR1 substrate, Pin1 inhibitor, TRHR ag, TRHR PAM, D2 ag, IDH1 R132H inh
COc1cccc(CNc2nc3nc4c(c(=O)n3[nH]2)CCC4)c1
    2%, ·, -8%, -4%, -1%, 0.3, -5, ·, 3%
Cc1c(CCC(=O)N[C@@H](CC(C)C)C(=O)O)c(=O)oc2c(C)c3oc4c(c3cc12)CCCC4
    -25%, -9, 12%, 15%, 6%, 0.1, -4, -1.0, -14%
CCN(CC)S(=O)(=O)c1ccc2c(c1)nc(CN(C)C(=O)Nc1ccc(C)c(Cl)c1)n2C
    -14%, ·, -9%[57.1 µM], -9%[57.1 µM], 5%, -1.1, 2, ·, 7%
Cn1c(SCC(=O)Nc2ccc3c(c2)OCCO3)nnc1-c1ccco1
    -7%, -2, -13%, -2%, -9%, -1.3, 8, 0.0, -1%
CC(=O)N/N=c1\sc2ccccc2n1C
    -5%, 1, 12%[57.1 µM], 6%, -1%, 0.7, -9, 0.7, 1%
OCCC1CN(Cc2cccn2-c2cccnc2)CCN1CCc1ccccc1 (centres undefined)
    -14%, -11, 3%, 2%, -5%, -0.3, -4, -1.6, 0%
COC(=O)c1ccc(Cl)cc1N(Cc1c(F)cccc1Cl)S(C)(=O)=O
    -7%, 4, 7%, 9%, -10%, 21, -1, 5.7, 1%
Cc1nc(SCc2ccc(C(=O)O)cc2)nc2c1CCCC2
    -7%, -5, 17%, 1%, -1%, 1.1, 3, -0.1, -8%
COc1ccc(NC(=O)NCc2ccco2)cc1OC
    -6%, 22, 7%, 3%, 6%, -0.1, 1, 0.7, 14%
C/C(CCC(=O)OC[C@H]1O[C@H](C#Cc2ccccc2)C=C[C@@H]1Oc1ccc(C)cc1)=N\O[C@@H](C)CN1CCCCc2nc(C)c(C)cc21
    ·, -5, ·, ·, ·, -0.1, -3, -3.0, ·
O=C(CCn1cncn1)N1CCCC(N2CCN(c3ccc(F)cc3)CC2)C1 (centres undefined)
    -21%, 0, 2%, 0%, -1%, 1.4, 19, -0.2, 5%
CCN(C(=O)C1CCCN(c2ncnc3c2nc2n3CCCCC2)C1)c1cccc(C)c1 (centres undefined)
    -13%, ·, 15%, 1%, 1%, -0.7, 2, -0.2, 28%
COC(=O)c1ccc(CO/N=C/c2ccc(OC)cc2OC)cc1
    -26%, 4, 33%, 10%, 8%, 1.5, 10, 1.7, 1%
COc1ccc(-c2noc(CN(C)S(=O)(=O)c3c(C)cc(C)cc3C)n2)cc1OC
    9%, ·, 21%, 4%, 34%[activator], 2.8, 15, 3.5, ·
CCOC(=O)C1=C(C)NC(=S)NC1c1ccsc1 (centres undefined)
    -19%, -10, 2%, 4%, 8%, 0.1, 8, 3.1, 2%
Cc1cc(=O)[nH]c(-n2nc(C)cc2C)n1
    7%, 44*, 15%[57.1 µM], 8%[57.1 µM], 2%, 0.1, -7, 0.8, -3%
COc1ccc(-n2c(C)nn(C)c2=O)c(OC)c1
    -9%, -18, -8%, -7%, 2%, 0.2, -1, 0.7, 0%
CCOc1ccc(S(=O)(=O)Nc2cccc(C(=O)NCCCN3CCOCC3)c2)cc1
    -5%, -5, 3%, -4%, -1%, 0.6, 14, 0.6, -7%
COc1ccc(Oc2ccc(/C=C/C(=O)c3ccc(O)cc3)cc2[N+](=O)[O-])cc1
    -9%, -2, -14%, -7%, 0%, -0.5, -1, -0.1, ?
Cc1ccc(NC(=O)Nc2ccc3c(c2)OCO3)nc1
    2%, 10, -7%, -8%, 1%, -0.3, -2, 1.2, 1%
Cn1c(N)c(C(=O)COC(=O)/C=C/c2ccc(Cl)cc2)c(=O)n(C)c1=O
    -15%, -17, 4%, -6%, -1%, 1.8, 4, -0.4, 5%
COc1ccc(CN2CCCC(C(=O)N3CCc4ccccc4C3)C2)cc1OC (centres undefined)
    -1%, -55, 8%[57.1 µM], 1%[57.1 µM], -1%, 0.4, 4, 2.5, 0%
COc1ccc(Nc2nc(C)cc(-c3cc(-c4ccccc4)on3)n2)cc1
    -29%, ·, 14%[57.1 µM], 5%[57.1 µM], 7%, ·, ·, ·, -11%
CC(=O)c1ccc(Nc2ccc([N+](=O)[O-])c3nonc23)cc1
    -4%, -1, 17%, 0%, 41%[activator], 2.5, -8, 3.5, 8%
Cc1ccc(C2c3c(oc4ccc(Cl)cc4c3=O)C(=O)N2CCCN2CCOCC2)o1 (centres undefined)
    ·, -1, ·, ·, ·, -0.9, 9, -0.3, ·
O=C1CS/C(=N/N=C/c2c[nH]c3ccccc23)N1
    2%, -9, 16%[57.1 µM], -3%, 23%, 0.3, 3, 0.8, 7%
C=C(C)CSc1nc2c(c(=O)[nH]c(=O)n2C)n1CCC(C)C
    -5%, -4, -2%, -6%, -10%, -0.8, 1, -0.6, 6%
COC(=O)c1c(NC(=O)CSc2nnc(Cn3nnc4ccccc43)n2C)sc(C)c1C
    -6%, ·, 3%, -11%, -3%, -0.3, -3, ·, 0%
O=C(Cc1ccccc1)Nc1ccc2oc(-c3cccnc3)nc2c1
    -10%, -1, -14%, 62%[activator], 16%, 0.0, 1, 1.3, 18%
O=C(COC(=O)CNC(=O)c1ccco1)Nc1ccc(F)cc1
    -26%, -4, -3%[57.1 µM], 8%[57.1 µM], 3%, 0.0, 2, 0.0, -2%

10 entries out of the list, ordered by molar mass, smallest number first:
Every second line gives: USP1-UAF1 inh, D2 antagonist, rTrxR1 inhibitor, TrxR1 substrate, Pin1 inhibitor, TRHR ag, TRHR PAM, D2 ag, IDH1 R132H inh
COc1ccc(-n2c(C)nn(C)c2=O)c(OC)c1
    -9%, -18, -8%, -7%, 2%, 0.2, -1, 0.7, 0%
Cc1ccc(NC(=O)Nc2ccc3c(c2)OCO3)nc1
    2%, 10, -7%, -8%, 1%, -0.3, -2, 1.2, 1%
CCOC(=O)C1=C(C)NC(=S)NC1c1ccsc1 (centres undefined)
    -19%, -10, 2%, 4%, 8%, 0.1, 8, 3.1, 2%
CC(=O)c1ccc(Nc2ccc([N+](=O)[O-])c3nonc23)cc1
    -4%, -1, 17%, 0%, 41%[activator], 2.5, -8, 3.5, 8%
COc1cccc(CNc2nc3nc4c(c(=O)n3[nH]2)CCC4)c1
    2%, ·, -8%, -4%, -1%, 0.3, -5, ·, 3%
Cc1nc(SCc2ccc(C(=O)O)cc2)nc2c1CCCC2
    -7%, -5, 17%, 1%, -1%, 1.1, 3, -0.1, -8%
O=C(Cc1ccccc1)Nc1ccc2oc(-c3cccnc3)nc2c1
    -10%, -1, -14%, 62%[activator], 16%, 0.0, 1, 1.3, 18%
COc1ccc(Nc2nc(C)cc(-c3cc(-c4ccccc4)on3)n2)cc1
    -29%, ·, 14%[57.1 µM], 5%[57.1 µM], 7%, ·, ·, ·, -11%
Cn1c(N)c(C(=O)COC(=O)/C=C/c2ccc(Cl)cc2)c(=O)n(C)c1=O
    -15%, -17, 4%, -6%, -1%, 1.8, 4, -0.4, 5%
CCN(C(=O)C1CCCN(c2ncnc3c2nc2n3CCCCC2)C1)c1cccc(C)c1 (centres undefined)
    -13%, ·, 15%, 1%, 1%, -0.7, 2, -0.2, 28%

The listing picks up, starting 2 compounds before the break.
Every second line gives: USP1-UAF1 inh, D2 antagonist, rTrxR1 inhibitor, TrxR1 substrate, Pin1 inhibitor, TRHR ag, TRHR PAM, D2 ag, IDH1 R132H inh
O=C(Cc1ccccc1)Nc1ccc2oc(-c3cccnc3)nc2c1
    -10%, -1, -14%, 62%[activator], 16%, 0.0, 1, 1.3, 18%
O=C(COC(=O)CNC(=O)c1ccco1)Nc1ccc(F)cc1
    -26%, -4, -3%[57.1 µM], 8%[57.1 µM], 3%, 0.0, 2, 0.0, -2%
COc1cccc(CN(C)C(=O)c2cc(-c3cccs3)nc3ccccc23)c1
    -8%, ·, 2%, 33%, 6%, 0.7, -4, ·, 3%
O=C(CSc1ccc(Cl)cc1)Nc1ncccn1
    -6%, 8, 8%, -3%, 4%, -0.3, 11, -1.4, 5%
CCOC(=O)c1cn(CC(=O)Nc2ccc(CC)cc2)nn1
    -19%, -8, 11%, 4%, -5%, -0.6, 1, -1.3, 9%
COc1cccc(C(=O)NNC(=O)c2sccc2-n2cccc2)c1
    -25%, 6, 14%, 0%, 1%, -0.4, 4, -0.5, -2%
Cc1nnc(Nc2ccc(C(=O)N3CCOCC3)cc2)c2ccccc12
    -1%, 20, -6%[57.1 µM], -15%, 18%, -0.1, 2, -1.1, 10%
COc1ccc([N+](=O)[O-])cc1NC(=O)C(C)Sc1ccccc1 (centres undefined)
    -3%, 3, -2%, -4%, 2%, 0.0, -4, 0.7, 2%
Cc1cc(=O)[nH]c(SCC(=O)Nc2ccc(Br)cn2)n1
    -3%, -40, 15%[57.1 µM], 2%[57.1 µM], -8%, 0.1, 16, -0.9, 1%
COc1ccc(S(=O)(=O)N2CCCC(C(=O)NCc3ccccc3)C2)cc1 (centres undefined)
    2%, 9, 2%, -3%, 3%, 0.2, -2, -1.5, -6%
Fc1ccc(F)c(CN2CCN(c3ncccn3)CC2)c1
    1%, 79*, -21%[57.1 µM], -4%[57.1 µM], 1%, -0.3, 5, 64*, 7%
CC(=O)Nc1ccc([C@H]2[C@H](C)CC[C@H]3C(=O)N4[C@@H](CC[C@@H](C)[C@@H]4c4ccc(NC(C)=O)cc4)C(=O)N32)cc1
    ·, -4, ·, ·, ·, 0.8, -2, 0.6, ·
CSc1ccc(S(=O)(=O)NC2CCCCCC2)cc1
    -13%, 16, -1%, -2%, 8%, 0.3, -1, -2.7, -1%
COc1ccccc1C(=O)OCC(=O)NC12CC3CC(CC(C3)C1)C2
    -8%, ·, 40%[57.1 µM], 18%[57.1 µM], -14%, -0.4, 3, ·, 3%
Cc1ccc(N2C(=O)CC(Sc3nc(C)cc(C)n3)C2=O)cc1 (centres undefined)
    7%, 10, 37%[2.29 µM], -4%, -6%, 0.0, -9, 0.2, 2%
COc1ccc2c(=O)c(C(=O)O)c(-c3ccc4c(c3)OCO4)n(C)c2c1
    -2%, 1, -19%, 4%, -14%, 0.0, 1, 0.0, 0%

Screening results from PubChem BioAssay.

This is a subset (hit frequency here may not be typical).
